# HDAC3 inh: inhibitors of human histone deacetylase 3; O15379; recombinant HDAC3, fluorogenic peptide/trypsin coupled, fluorescence; inhibition, % at 8.3 µM; AID 2718; actives 0.15% (n = 320,000); in the data active = inhibition above about 26%, passing the limit was not always enough; inconclusive = no clear call, values can overlap the other calls
# Target sequence (O15379 whole entry, looked up): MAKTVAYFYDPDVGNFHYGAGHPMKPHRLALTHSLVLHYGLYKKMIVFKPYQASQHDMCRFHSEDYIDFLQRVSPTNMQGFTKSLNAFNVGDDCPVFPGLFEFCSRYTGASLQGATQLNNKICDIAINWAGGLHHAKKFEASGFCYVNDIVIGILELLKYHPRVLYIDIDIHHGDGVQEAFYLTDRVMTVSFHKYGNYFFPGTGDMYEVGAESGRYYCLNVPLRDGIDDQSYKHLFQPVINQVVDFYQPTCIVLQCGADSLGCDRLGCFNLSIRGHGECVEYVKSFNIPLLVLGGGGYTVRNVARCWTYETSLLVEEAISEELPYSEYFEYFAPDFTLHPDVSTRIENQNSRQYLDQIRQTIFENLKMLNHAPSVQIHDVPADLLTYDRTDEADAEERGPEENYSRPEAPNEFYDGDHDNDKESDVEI
# GSK3A inh: human GSK-3 alpha kinase inhibition; ADP-Glo luminescence, 60 min; AID 2650; actives 0.1% (n = 320,000); inhibition, % at 10 µM;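 in the data active = inhibition above about 50%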;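 also: GST-tagged GSK-3 alpha with peptide substrate and 25 µM ATP; 0% = DMSO neutral wells and 100% = GW8510 positive control wells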
# Target sequence (P49840 whole entry, looked up): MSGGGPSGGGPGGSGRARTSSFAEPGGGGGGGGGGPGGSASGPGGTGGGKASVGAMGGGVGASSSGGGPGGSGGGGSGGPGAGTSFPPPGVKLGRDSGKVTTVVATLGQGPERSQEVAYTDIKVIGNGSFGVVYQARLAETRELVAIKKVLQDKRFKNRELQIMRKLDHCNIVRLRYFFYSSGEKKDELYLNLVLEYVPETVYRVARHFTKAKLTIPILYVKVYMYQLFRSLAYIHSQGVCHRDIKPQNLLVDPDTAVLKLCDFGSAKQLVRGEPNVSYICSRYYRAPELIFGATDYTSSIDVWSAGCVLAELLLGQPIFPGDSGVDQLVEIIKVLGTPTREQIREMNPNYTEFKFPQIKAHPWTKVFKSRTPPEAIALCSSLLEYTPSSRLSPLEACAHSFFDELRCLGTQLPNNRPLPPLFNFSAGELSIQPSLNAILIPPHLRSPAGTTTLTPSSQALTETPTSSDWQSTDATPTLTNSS
# Active calls of the source: *; ? = inconclusive.
smiles | HDAC3 inh | GSK3A inh
Cc1cc(C(=O)NNC(=O)[C@H](C)NC(=O)c2ccc(Br)cc2)c(C)o1 | -1 | 0
O=C(O[C@@H](C(=O)O)[C@@H](OC(=O)c1ccccc1)C(=O)O)c1ccccc1 | -8 | 0
O=C(NCCCN1CCCC1=O)C1CCN(S(=O)(=O)c2ccccc2)CC1 | 0 | -4
CCCCn1nc(C(=O)NCc2ccccc2CN2CCCC2)c2ccccc2c1=O | 4 | 2
COc1ccc(NC(=O)CN2C(=O)NC(C)(C3CC3)C2=O)cc1S(=O)(=O)N1CCOCC1 (stereo unspecified) | 0 | -4
CCC1CCCCN1C(=O)COC(=O)c1cc(=O)[nH]c2ccccc12 (stereo unspecified) | 6 | 1
Cc1ccc(NS(=O)(=O)c2cccc(C(=O)Nc3cccnc3)c2)c(C)c1 | ? | -3
Cc1ccc(C(=O)OCC(=O)NC2CCCC(C)C2C)cc1S(=O)(=O)N1CCCCC1 (stereo unspecified) | 8 | -5
N#Cc1ccccc1NC(=O)COC(=O)c1ccc2c(c1)OCO2 | -6 | 1
O=S(=O)(c1ccc(F)cc1)N1CCN(Cc2nnc(-c3ccccc3)o2)CC1 | -5 | -1
COc1ccc(CN(C)C(=O)c2ccccc2OCc2c(C)noc2C)cc1OC | -6 | -5
O=S(=O)(Nc1nccs1)c1ccc(NS(=O)(=O)c2c(F)cc(F)c(Cl)c2F)cc1 | 4 | 0
Cc1ccc(NC(=O)CN2C(=O)NC(Cc3c[nH]c4ccccc34)C2=O)cc1 (stereo unspecified) | -2 | -2
CCc1cccc(C)c1NC(=O)CN1C(=O)NC(CCc2ccccc2)C1=O (stereo unspecified) | 9 | -4
COc1ccc(OC)c(NC(=O)COC(=O)/C=C/c2ccco2)c1 | 3 | -1
COCc1ccc(C(=O)N2CCN(CC(=O)N3CCCC3)CC2)cc1 | 9 | -2
Cc1c(Cl)cccc1NC(=O)CNC(=O)C1CC(=O)N(CCc2ccccc2)C1 (stereo unspecified) | -5 | 0
CC(C)N(C(=O)[C@H]1CC(CC(=O)NC(C)(C)C)C(=O)N2CCc3c([nH]c4ccccc34)[C@]12C)C(C)C (stereo partly specified) | 4 | -1
CC(=O)Nc1ccc(S(=O)(=O)N(C)CC(=O)Nc2ccc(F)c(F)c2F)cc1 | 10 | -1
CN(CC(=O)Nc1cccc(F)c1)C(=O)c1ccc(N2C(=O)c3ccccc3C2=O)cc1 | 1 | 1
CCCOc1ccccc1OCC(=O)N1CCN(S(=O)(=O)c2ccc(Cl)cc2)CC1 | 7 | -1
CCc1ccccc1Nc1nc(N)nc(COC(=O)c2c(C)noc2C)n1 | 6 | 2
COc1ccccc1NS(=O)(=O)c1ccc(C(=O)N2CCCCCCC2)cc1 | 12 | -1
O=C(NCc1ccco1)C1CCN(C(=O)c2ccc(Cl)cc2)CC1 | 1 | -2
Cc1nc(SCC(=O)Nc2cccc(S(=O)(=O)N3CCOCC3)c2)nc(C)c1C | -2 | 2

# Carrying on:
smiles | HDAC3 inh | GSK3A inh
COc1ccc(NC(=O)c2cc(-c3ccccc3)nc3c2cnn3C(C)C)c(OC)c1 | 0 | 3
O=C(COC(=O)CCC(=O)N1CCOCC1)Nc1ccc(Br)cc1Br | 0 | -1
O=C(CN1CCN(C(C(=O)Nc2ccc(Cl)cc2C(F)(F)F)c2ccccc2)CC1)NC1CC1 (stereo unspecified) | 12 | 0
Cc1cc(C)c(C)c(S(=O)(=O)NC(C(=O)NCCc2ccco2)C(C)C)c1C (stereo unspecified) | -2 | -4
Cc1c(C(=O)OCc2nc3ccsc3c(=O)[nH]2)oc2ccccc12 | 0 | 1
CCOc1ccc(Cn2nnc(-c3ccc(S(C)(=O)=O)cc3)n2)cc1OCC | 7 | -3
O=C(NCCCN1CCCC1=O)C1CCN(S(=O)(=O)c2cccc(Cl)c2Cl)CC1 | -3 | 0
CC(=O)c1sc(NC(=O)c2cc(S(=O)(=O)N3CCOCC3)ccc2F)nc1C | 3 | 14
CC1Cc2ccccc2N1C(=O)COC(=O)c1ccc(N(C)C)cc1 (stereo unspecified) | 1 | 16
CC1CCC2(CC1)NC(=O)N(CC(=O)NCc1ccc(Cl)cc1)C2=O (stereo unspecified) | 2 | 3
COc1cccc(C(=O)OCC(=O)N2CCc3ccccc3C2)c1OC | 1 | -1
O=C(Cc1ccc(Br)cc1)N1CCN(C(=O)c2ccccc2)CC1 | 0 | -5
CN(c1ccccc1)S(=O)(=O)c1cccc(NC(=O)CSc2nnc(C3CC3)n2C)c1 | 4 | -2
Cc1cccc(C)c1OCC(=O)NCC1COc2ccccc2O1 (stereo unspecified) | 4 | -3
COC(=O)c1ccccc1S(=O)(=O)NNC(=O)C12CC3CC(CC(C3)C1)C2 | 1 | -1
CCCC(C)CO (stereo unspecified) | 3 | -3
CCN(CC(=O)Nc1cc(Cl)ccc1C)C(=O)Cc1ccsc1 | 3 | 0
O=C(Oc1cc(Cl)ccc1Cl)C1=CC=CN2CCS(=O)(=O)N=C12 | -17 | 2
Cc1ccc(C(=O)OCC(=O)NCCN2C(=O)CSC2=O)cc1[N+](=O)[O-] | -2 | 2
Cc1ccccc1OCCOC(=O)c1cc(S(=O)(=O)N2CCCCC2)ccc1N1CCOCC1 | -5 | 16
CC(C)CN(CC(C)C)C(=O)COn1nnc2ccc(S(=O)(=O)N3CCOCC3)cc21 | -5 | -5
CCN(C(=O)COC(=O)c1ccco1)c1cccc2ccccc12 | -12 | -1
COc1ccc(Br)cc1S(=O)(=O)NCCc1cccs1 | 7 | 1
CN(C(=O)CSc1ncnc2sccc12)C1CCS(=O)(=O)C1 (stereo unspecified) | 1 | 0
Cc1c(Cl)cnc(NC(=O)COC(=O)c2ccncc2)c1Cl | 23 | 1

CN(CC(=O)NC1CCN(Cc2ccccc2)CC1)S(=O)(=O)c1ccc(Cl)cc1
  HDAC3 inh = 1	GSK3A inh = -7
O=C(COC(=O)c1cc(Cl)ccc1O)Nc1ccc2c(c1)OCCO2
  HDAC3 inh = -11	GSK3A inh = 2
COc1ccc(S(=O)(=O)N2CCOCC2)cc1NC(=O)c1ccncc1
  HDAC3 inh = -1	GSK3A inh = 1
CN1CC(=O)N(CC(=O)Nc2ccc(OCc3ccccc3)cc2)C1=O
  HDAC3 inh = 2	GSK3A inh = -2
O=C(CC1C[C@H](C(=O)N2CCOCC2)[C@@]2(CCC3CCCC3)c3[nH]c4ccccc4c3CCN2C1=O)NCCC1=CCCCC1 (stereo partly specified)
  HDAC3 inh = 0	GSK3A inh = 0
CCCNC(=O)N1CCN(S(=O)(=O)c2ccc3c(c2)OCCO3)CC1
  HDAC3 inh = -3	GSK3A inh = 7
O=C(Cn1ccc(NC(=O)OCc2ccccc2)nc1=O)NCCN1CCOCC1
  HDAC3 inh = 4	GSK3A inh = 1
O=C(CCc1ccccc1Cl)N1CCN(S(=O)(=O)c2ccccc2)CC1
  HDAC3 inh = 3	GSK3A inh = 0
CC(=O)N1CCN(S(=O)(=O)c2ccc3c(c2)CC(=O)N3)CC1
  HDAC3 inh = -3	GSK3A inh = 2
COC(=O)c1cc(OCC(=O)Nc2ccc3c(c2)CCC3)cc(C(=O)OC)c1
  HDAC3 inh = 0	GSK3A inh = -4
O=S(=O)(NCc1nnc2ccccn12)c1ccc(Cl)cc1
  HDAC3 inh = -2	GSK3A inh = -5
O=C(NCC1CCCO1)c1cccc(S(=O)(=O)Nc2cccc(C(F)(F)F)c2)c1 (stereo unspecified)
  HDAC3 inh = 4	GSK3A inh = -3
Cc1cc(NC(=O)Cn2cnc3sc(C)c(C)c3c2=O)no1
  HDAC3 inh = 3	GSK3A inh = -3
O=C(CSc1nc2ncc(Cl)cc2[nH]1)N1CCC(Cc2ccccc2)CC1
  HDAC3 inh = 0	GSK3A inh = -3
COCCN(Cc1nc2ccccc2c(=O)[nH]1)C(=O)COc1cccc(C(C)=O)c1
  HDAC3 inh = 5	GSK3A inh = -3
CC(C)N(C(=O)[C@H]1CC(CC(=O)NCCCn2ccnc2)C(=O)N2CCc3c([nH]c4ccccc34)[C@]12C)C(C)C (stereo partly specified)
  HDAC3 inh = -3	GSK3A inh = -1
O=C(Cn1nnc(-c2ccccc2)n1)NCC(=O)Nc1ccc(F)c(F)c1F
  HDAC3 inh = 3	GSK3A inh = -1
O=C(CN1C(=O)NC2(CCOc3ccccc32)C1=O)N1CCCCC1 (stereo unspecified)
  HDAC3 inh = -3	GSK3A inh = -2
Cc1ccc(NC(=O)CSCC(=O)NCCc2ccccc2)c(C)c1
  HDAC3 inh = 1	GSK3A inh = -2
CCOc1ccccc1N1CCN(C(=O)c2ccc(S(=O)(=O)Nc3ccccc3)cc2)CC1
  HDAC3 inh = 9	GSK3A inh = 1
Cc1cc(C(=O)COC(=O)c2cc(Cl)c(O)c(Cl)c2)c(C)n1C
  HDAC3 inh = 4	GSK3A inh = 5
Cc1cc(C)c(C)c(S(=O)(=O)N2CCC(C(=O)OCC(=O)NC3CCS(=O)(=O)C3)CC2)c1C (stereo unspecified)
  HDAC3 inh = 0	GSK3A inh = -1
Cc1cc(C)n2c(SCC(=O)Nc3ccccc3C#N)nnc2n1
  HDAC3 inh = 5	GSK3A inh = 0
CCN(CC(=O)NCc1cccs1)C(=O)c1cccc(Cl)c1
  HDAC3 inh = -3	GSK3A inh = -3
COc1cc(CC(=O)NNC(=O)c2cccs2)cc(OC)c1OC
  HDAC3 inh = 2	GSK3A inh = 0

# A section of the results above:
O=C(COC(=O)c1cc(Cl)ccc1O)Nc1ccc2c(c1)OCCO2
  HDAC3 inh = -11	GSK3A inh = 2
COc1ccc(S(=O)(=O)N2CCOCC2)cc1NC(=O)c1ccncc1
  HDAC3 inh = -1	GSK3A inh = 1
CN1CC(=O)N(CC(=O)Nc2ccc(OCc3ccccc3)cc2)C1=O
  HDAC3 inh = 2	GSK3A inh = -2
O=C(CC1C[C@H](C(=O)N2CCOCC2)[C@@]2(CCC3CCCC3)c3[nH]c4ccccc4c3CCN2C1=O)NCCC1=CCCCC1 (stereo partly specified)
  HDAC3 inh = 0	GSK3A inh = 0
CCCNC(=O)N1CCN(S(=O)(=O)c2ccc3c(c2)OCCO3)CC1
  HDAC3 inh = -3	GSK3A inh = 7
O=C(Cn1ccc(NC(=O)OCc2ccccc2)nc1=O)NCCN1CCOCC1
  HDAC3 inh = 4	GSK3A inh = 1
O=C(CCc1ccccc1Cl)N1CCN(S(=O)(=O)c2ccccc2)CC1
  HDAC3 inh = 3	GSK3A inh = 0
CC(=O)N1CCN(S(=O)(=O)c2ccc3c(c2)CC(=O)N3)CC1
  HDAC3 inh = -3	GSK3A inh = 2
COC(=O)c1cc(OCC(=O)Nc2ccc3c(c2)CCC3)cc(C(=O)OC)c1
  HDAC3 inh = 0	GSK3A inh = -4
O=S(=O)(NCc1nnc2ccccn12)c1ccc(Cl)cc1
  HDAC3 inh = -2	GSK3A inh = -5
O=C(NCC1CCCO1)c1cccc(S(=O)(=O)Nc2cccc(C(F)(F)F)c2)c1 (stereo unspecified)
  HDAC3 inh = 4	GSK3A inh = -3
Cc1cc(NC(=O)Cn2cnc3sc(C)c(C)c3c2=O)no1
  HDAC3 inh = 3	GSK3A inh = -3
O=C(CSc1nc2ncc(Cl)cc2[nH]1)N1CCC(Cc2ccccc2)CC1
  HDAC3 inh = 0	GSK3A inh = -3
COCCN(Cc1nc2ccccc2c(=O)[nH]1)C(=O)COc1cccc(C(C)=O)c1
  HDAC3 inh = 5	GSK3A inh = -3
CC(C)N(C(=O)[C@H]1CC(CC(=O)NCCCn2ccnc2)C(=O)N2CCc3c([nH]c4ccccc34)[C@]12C)C(C)C (stereo partly specified)
  HDAC3 inh = -3	GSK3A inh = -1
O=C(Cn1nnc(-c2ccccc2)n1)NCC(=O)Nc1ccc(F)c(F)c1F
  HDAC3 inh = 3	GSK3A inh = -1
O=C(CN1C(=O)NC2(CCOc3ccccc32)C1=O)N1CCCCC1 (stereo unspecified)
  HDAC3 inh = -3	GSK3A inh = -2
Cc1ccc(NC(=O)CSCC(=O)NCCc2ccccc2)c(C)c1
  HDAC3 inh = 1	GSK3A inh = -2
CCOc1ccccc1N1CCN(C(=O)c2ccc(S(=O)(=O)Nc3ccccc3)cc2)CC1
  HDAC3 inh = 9	GSK3A inh = 1
Cc1cc(C(=O)COC(=O)c2cc(Cl)c(O)c(Cl)c2)c(C)n1C
  HDAC3 inh = 4	GSK3A inh = 5
Cc1cc(C)c(C)c(S(=O)(=O)N2CCC(C(=O)OCC(=O)NC3CCS(=O)(=O)C3)CC2)c1C (stereo unspecified)
  HDAC3 inh = 0	GSK3A inh = -1
Cc1cc(C)n2c(SCC(=O)Nc3ccccc3C#N)nnc2n1
  HDAC3 inh = 5	GSK3A inh = 0
CCN(CC(=O)NCc1cccs1)C(=O)c1cccc(Cl)c1
  HDAC3 inh = -3	GSK3A inh = -3
COc1cc(CC(=O)NNC(=O)c2cccs2)cc(OC)c1OC
  HDAC3 inh = 2	GSK3A inh = 0

# More records
O=C(c1ccc(Cl)c(S(=O)(=O)N2CCOCC2)c1)N1CCc2ccccc2C1
  HDAC3 inh = -2	GSK3A inh = -1
Cc1cc(C)n2nc(C(=O)OCC(=O)Nc3ccc4c(c3)OCCO4)nc2n1
  HDAC3 inh = 0	GSK3A inh = -3
CN(CC(=O)Nc1ccc(F)cc1)C(=O)c1cccc(NS(=O)(=O)c2ccccc2)c1
  HDAC3 inh = -1	GSK3A inh = -1
CC1Cc2ccccc2N1C(=O)COC(=O)c1ccc([N+](=O)[O-])o1 (stereo unspecified)
  HDAC3 inh = 1	GSK3A inh = -3
O=C(CSc1n[nH]c(=O)n1C1CC1)c1c[nH]c2ccccc12
  HDAC3 inh = 1	GSK3A inh = 1
Cc1cc(C)n(CCCNC(=O)C(C)(C)Oc2ccc(Cl)cc2)n1
  HDAC3 inh = 4	GSK3A inh = 4
Cn1c(N)c(C(=O)COC(=O)c2ccc(OC(F)F)cc2)c(=O)n(C)c1=O
  HDAC3 inh = 2	GSK3A inh = 1
COc1ccccc1NS(=O)(=O)c1ccc(C(=O)N2CCCC(C(F)(F)F)C2)cc1 (stereo unspecified)
  HDAC3 inh = 6	GSK3A inh = 0
Cc1nn(-c2ccccc2)c(C)c1C(=O)OCC(=O)Nc1ccccc1C(F)(F)F
  HDAC3 inh = 1	GSK3A inh = 8

# Some of the compounds tested; count on the stated rates, not on these rows.
